# Bioassay records from PubChem BioAssay.
# Eya2 phos inh: qHTS Assay for Inhibitors of the Phosphatase Activity of Eya2 | Protein phosphatase EYA2 (Homo sapiens), O00167 | recombinant Eya2, OMFP fluorescence dephosphorylation (OMFP is methylfluorescein phosphate) | Potency, µM (doses to about 76.9 µM), for the others: at the top dose activity, negative = inhibition, actives largely listed as inhibitors | hit rate 0.006% among 330,000 | AID 488837, 2010; further: potency means the concentration at half of the fitted maximal effect
# Target sequence (O00167 whole entry, looked up): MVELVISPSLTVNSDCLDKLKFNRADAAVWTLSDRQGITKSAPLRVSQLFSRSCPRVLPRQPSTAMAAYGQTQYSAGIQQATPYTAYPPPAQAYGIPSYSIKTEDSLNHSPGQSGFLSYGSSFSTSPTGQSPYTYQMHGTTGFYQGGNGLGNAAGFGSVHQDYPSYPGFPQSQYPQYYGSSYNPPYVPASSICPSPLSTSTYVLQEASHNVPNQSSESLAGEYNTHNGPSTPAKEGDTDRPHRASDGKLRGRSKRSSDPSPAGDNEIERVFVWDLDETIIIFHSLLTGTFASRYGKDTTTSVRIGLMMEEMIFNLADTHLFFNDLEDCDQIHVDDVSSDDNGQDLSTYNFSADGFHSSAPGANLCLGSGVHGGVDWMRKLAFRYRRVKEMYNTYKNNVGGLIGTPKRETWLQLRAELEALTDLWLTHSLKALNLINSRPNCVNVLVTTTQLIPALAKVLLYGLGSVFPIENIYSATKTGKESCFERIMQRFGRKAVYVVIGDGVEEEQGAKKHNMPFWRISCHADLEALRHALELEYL
#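 Eya2 protein (added as 0.2 uM solution) was preincubated with compound for 10 min at ambient temperature in 50 mM HEPES pH 7.5, 50 mM NaCl, 5 uM MgCl2, 0.05% BSA, 1 mM DTT. OMFP (added at 50 uM) then reacted 10 min; fluorescence read at 485/525 nm.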
# KCNH2 3.1 block: qHTS for Inhibitors of KCHN2 3.1: Mutant qHTS | U2OS KCNH2 3.1, thallium flux FluxOr; stronger effect = lower value | activity change, % (tested at about 1.8 µM) | hit rate 0.95% among 340,000;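 active means maximum activity change below -70%; inconclusive means maximum activity change from -70% to -50%; inactive means maximum activity change above -50%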;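 further: thallium influx rate constant from kinetic fluorescence after stimulation buffer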
#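 Thallium flux read-out: FluxOr dye with Red40 quencher in HBSS/HEPES, 45 min at RT. Rate constants from kinetic reads were normalized to positive and negative DMSO controls. Cells: U2OS virally expressing the 3.1 isoform.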
# B2AR arrestin: qHTS assay of beta-arrestin-biased ligands of beta2-adrenergic receptor; beta-arrestin recruitment to beta2AR, cell-based reporter; AID 492947, 2010; hit rate 0.02% among 330,000; Beta-2 adrenergic receptor (Homo sapiens), P07550; Potency, µM (titrated, usually from 46.1 µM), for inactives: at the highest dose activation, hits mostly activators;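 further: potency means the concentration at half of the fitted maximal effect; 0% = DMSO controls and full agonism = EC100 isoproterenol or metaproterenol; nearly all actives have a fitted effect of over 65% in size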
# hERG WT inh: qHTS for Inhibitors of KCHN2 3.1: Wildtype qHTS | U2OS, BacMam KCNH2, thallium flux FluxOr; stronger effect = lower value | activity change, % at 1.84 µM | hit rate 0.37% among 340,000 | AID 720551, 2013;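 active means maximum activity change below -70%; inconclusive means maximum activity change between -70% and -50%; inactive means maximum activity change above -50%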
#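 U2OS cells transduced with wild-type KCNH2 virus are loaded with FluxOr dye for 45 min, and thallium flux is measured in kinetic reads before and after stimulation buffer. Rate constants are normalized to DMSO controls.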
# USP2a block: qHTS Assay for Inhibitors of Ubiquitin-specific Protease USP2a Using CHOP2 as the Reporter | Potency, µM (titrated, usually from 38.3 µM), without a hit: at the top dose activity change, negative = inhibition, actives largely listed as inhibitors | AID 463254, 2010 | hit rate 0.01% among 330,000 | USP2 core, Ub-CHOP2 coupled fluorogenic reporter, 485/531;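 further: potency means the concentration at half of the fitted maximal effect; plate controls were DMSO wells for no effect and full inhibition by NEM control for full effect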
#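 Deubiquitinase activity read as fluorescence (485/531 nm) after Ub-CHOP2 cleavage activates the enterokinase reporter on its substrate; USP2 core 10nM, Ub-CHOP2 and substrate 25nM each, 30min compound preincubation then 60min RT; data normalized to NEM, curves fitted.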
# uPA surface inh: qHTS for Inhibitors of Cell Surface uPA Generation | cell surface uPA generation assay, qHTS | Potency, µM (doses to about 38.3 µM), without a hit: at the highest dose activity change, negative = inhibition, usual class: inhibitors | hit rate 0.31% among 330,000 | AID 540303, 2011; active means well fitted inhibition curve with a large enough effect; inconclusive means small, poorly fitted or top-dose-only effect; inactive means no such curve, though single readings can be large or run the other way; tested in mouse RAW 264.7 cells; further: potency means the concentration at half of the fitted maximal effect; nearly all actives have a fitted effect of over 55% in size
# GALK inh: qHTS Assay for Inhibitors of Human Galactokinase (GALK) | Purified GALK, Kinase-Glo residual ATP luminescence | Potency, µM (doses to about 57.5 µM), for the others: top-dose activity change, negative = inhibition, usual class: inhibitors | P51570 | hit rate 0.007% among 270,000; further: potency means the concentration at half of the fitted maximal effect
# Target sequence (P51570 whole entry, looked up): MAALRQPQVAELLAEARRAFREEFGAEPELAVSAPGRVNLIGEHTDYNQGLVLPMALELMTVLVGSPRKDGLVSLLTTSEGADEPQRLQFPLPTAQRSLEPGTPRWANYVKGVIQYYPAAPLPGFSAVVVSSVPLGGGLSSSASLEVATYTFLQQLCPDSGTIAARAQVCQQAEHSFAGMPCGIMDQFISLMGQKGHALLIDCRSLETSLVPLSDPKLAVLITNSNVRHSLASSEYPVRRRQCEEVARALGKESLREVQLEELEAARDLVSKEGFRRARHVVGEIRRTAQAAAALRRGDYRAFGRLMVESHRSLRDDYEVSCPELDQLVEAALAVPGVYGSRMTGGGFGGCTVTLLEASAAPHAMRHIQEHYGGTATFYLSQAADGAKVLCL
#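 The enzyme phosphorylates galactose (100 uM) using ATP (35 uM); inhibition is detected as higher residual ATP, quantified by bioluminescence after 1 h reaction at room temperature, pH 8.0.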
# FBPA coupling cs: qHTS Assay for Inhibitors of Fructose-1,6-bisphosphate Aldolase from Giardia Lamblia: Coupling assay counterscreen | hit rate 0.67% among 290,000 | coupling enzyme system counterscreen, AmpLite Red fluorescence | activity change, negative = inhibition, % at 58.2 µM, hits read low; in the data active means activity change below about -30%
#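 First, compound is pin-transferred into glyceraldehyde-3-phosphate coupling-enzyme reagent at 57.5 uM final and held 10 min at RT. Next, substrate, coupling system and AmpLite Red are added. After 20 min RT, fluorescence (525/598 nm) is read.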
# PKM2 act: qHTS Assay for Activators of Human Muscle isoform 2 Pyruvate Kinase; purified PKM2, Kinase-Glo ATP luminescence, activation; response scale: 0% is enzyme alone, no compound; Potency, µM (doses to about 57.5 µM), for inactives: at the top dose activation, usual class: activators; hit rate 0.34% among 260,000; AID 1631, 2009; Pyruvate kinase PKM (Homo sapiens), P14618; further: potency means the concentration at half of the fitted maximal effect; nearly all actives have a fitted effect of over 55% in size
#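 Kinase-Glo luminescence reports ATP generated from ADP (0.1 mM) and PEP (0.5 mM) by purified hPK-M2 after 1 h at room temperature, pH 7.2 imidazole buffer; intermediate enzyme activity allows detecting inhibitors and activators.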
# Chronic BCR inh: qHTS Assay to Find Inhibitors of Chronic Active B-Cell Receptor Signaling; ABC-DLBCL IkBa-CBG/CBR reporter, luminescence ratio, 4 h; Potency, µM (top dose mostly 46.1 µM), for inactives: at the top dose ratio change, negative = lower green/red ratio, actives largely listed as inhibitors; hit rate 0.05% among 340,000; active means well fitted inhibition curve with a large enough effect in the signal ratio, with a control signal flat, not every such curve was filed as active; inconclusive means small, poorly fitted or top-dose-only effect, or effect the other way, or a change in a side signal; the % refers to the signal ratio;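 further: potency means the concentration at half of the fitted maximal effect; plate controls were basal doxycycline-induced cells for no effect and cells given 10 µM MG132 for full effect; MG132 reads +100%, hits lower the ratio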
#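 Compounds up to 46 uM were incubated four hours with TMD8 cells whose green CBG68 luciferase is fused to IkappaBalpha; red CBR luminescence normalised the signal, and concentration-effect curves were fitted to fusion, red and ratio data.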
# Giardia kill: Small Molecules that selectively kill Giardia lamblia: qHTS | Giardia lamblia trophozoite viability | activity change, % at 7.66 µM, hits read low | hit rate 0.15% among 340,000 | AID 540267, 2011; in the data active means activity change below about -80%; inconclusive means between about -30% and that limit;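 further: parasites exposed to compound for two days anaerobically before the ATP read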
#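 Anaerobic 48 hrs incubation at 37 deg C of 100 trophozoites/well with test compounds; ATPLite 1-Step luminescence, 15-30 min RT, reports cellular ATP as viability.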
# * hit, by the source's call; ? = inconclusive; / = not tested or not shown; [ ] = dose if it differs, or a comment. Unless noted, the call rests on the fitted dose curve; in most records, active means well fitted curve in the direction sought with a large enough effect; inconclusive means small, poorly fitted or top-dose-only effect, or another doubt; inactive means no such curve, though single readings can be large; an effect the other way counts as inactive or inconclusive. Unless noted, on the % scale 0 is the no-effect control and ±100 the full control effect.
SMILES,Eya2 phos inh,KCNH2 3.1 block,B2AR arrestin,hERG WT inh,USP2a block,uPA surface inh,GALK inh,FBPA coupling cs,PKM2 act,Chronic BCR inh,Giardia kill
COC(=O)c1ccc([C@H]2C=C(C(=O)O)O[C@@H](OCc3ccc(CO)cc3)C2)cc1,4.6%,-13.7,-0.8%,1.7,-10.5%,-0.9%,-1.6%,9.6,6.7%,1.1%,29.0
COc1ccc2nc(SCC(=O)NC3(C#N)CCCCC3)[nH]c2c1,0.0%,5.6,0.4%,-3.3,-0.4%,20.8%,/,/,/,-1.3%,-5.3
Cc1cc(C)c(-c2csc(NC(=O)CCCc3nc4ccccc4c(=O)[nH]3)n2)c(C)c1,-19.1%,-6.7,1.0%,-3.7,-3.8%,-13.8%,/,/,/,?,9.4
O=C(Cn1c(=O)oc2ccccc21)N1CCN(c2ccccc2)CC1,2.3%,4.5,0.4%,1.4,-5.5%,-5.4%,0.7%,0.6,-3.0%,?,6.5
CC(CC(=O)O)C(=O)c1ccc(Cl)c([N+](=O)[O-])c1 (stereo not given),10.4%,-15.2,-0.3%,3.7,2.3%,-6.8%,7.1%,7.1,2.1%,16.6%,-4.0
O=C(Nc1nc(-c2ccc3c(c2)OCO3)cs1)C1COc2ccccc2O1 (stereo not given),13.8%,18.8,-0.1%,12.8,3.2%,-4.1%,2.4%,-0.3,-5.2%,?,-4.0
CC(=O)Nc1ccc(S(=O)(=O)NNC(=O)COc2ccc(C(C)(C)C)cc2)cc1,16.4%,-31.5,0.0%,-3.5,-0.7%,1.7%,-4.1%,-1.0,-1.1%,-0.6%,-12.9
COc1ccc(S(=O)(=O)N[C@@H](CC(C)C)C(=O)O)cc1,7.1%,-6.7,0.2%,23.3,0.6%,10.5%,-1.4%,2.5,3.5%,2.2%,22.4
O=C(COC(=O)c1cnccn1)c1ccccc1,10.6%,-7.4,11.8%,-5.9,0.7%,3.0%,-0.2%,1.1,-5.3%,?,7.5
COc1cc(C(=O)NCc2ccc3c(c2)cc(C)n3C)cc(OC)c1OC,0.0%,2.1,0.1%,-12.5,1.1%,8.5%,-0.1%,-0.7,13.6%,-1.3%,-17.8
CCCn1c(SCc2ccc(C(=O)OC)o2)nc2ccccc2c1=O,-4.1%,-4.4,0.3%,-6.7,0.9%,1.6%,-1.8%,0.7,/,?,-8.8
COc1ccccc1C(=O)NCC(C)(C)CN=C1NS(=O)(=O)c2ccccc21,0.3%,4.7,0.0%,5.2,0.6%,-2.4%,7.7%,1.8,3.5%,7.7%,3.5
Cc1onc(-c2ccccc2Cl)c1C(=O)N1CC(C)OC(C)C1 (stereo not given),-9.7%,-6.3,-1.0%,3.7,2.4%,/,-2.9%,2.4,-3.7%,-2.7%,5.9
O=C(COC(=O)c1ccccc1)NCc1ccco1,14.8%[15.4 µM],8.0,0.1%,-5.7,4.3%,3.8%,0.4%,0.7,2.9%,?,-3.3
O=C(N/N=C/c1cccc(O)c1)c1ccc(COc2cccc3cccnc23)cc1,6.1%,-0.4,0.3%,-7.1,1.2%,-7.1%,0.3%,0.0,-1.0%,-17.4%,-18.9
CCn1cnc2c1c(=O)n(CC(=O)Nc1ccc(C(N)=O)cc1)c(=O)n2Cc1ccccc1,-0.6%,10.7,0.2%,22.5,8.9%,-4.2%,-3.0%,1.0,-3.4%,?,23.5
COc1ccc(N2CCN(C(=O)CN(c3cccc(OC)c3)S(=O)(=O)c3ccccc3)CC2)cc1,-0.3%,6.3,3.0%,8.6,2.0%,20.4%,-1.7%,0.5,-0.3%,-1.1%,16.3
CCc1[nH]c(=O)c(C#N)c2c1CSC(C)(C)C2,-1.4%,-0.7,-0.3%,31.4,-2.9%,/,0.2%,0.8,3.5%,-9.0%,-3.0
CC(=O)Nc1ccccc1C(=O)C(=O)Nc1ccc(C(=O)NCC2CCCO2)cc1 (stereo not given),-5.6%,-4.0,-0.1%,-1.1,7.1%,6.6%,1.2%,1.7,/,-4.0%,-0.5
COCC1CCN(Cc2cn[nH]c2-c2cc3ccccc3o2)C1 (stereo not given),-6.1%,-27.5,0.2%,2.0,-0.4%,4.3%,2.0%,-0.5,4.1%,-1.0%,1.0

# Some of these compounds in order of their number in B2AR arrestin, falling.
Structure	B2AR arrestin
CCCn1c(SCc2ccc(C(=O)OC)o2)nc2ccccc2c1=O	0.3%
COCC1CCN(Cc2cn[nH]c2-c2cc3ccccc3o2)C1 (stereo not given)	0.2%
CC(=O)Nc1ccc(S(=O)(=O)NNC(=O)COc2ccc(C(C)(C)C)cc2)cc1	0.0%

# Additional entries follow:
SMILES,Eya2 phos inh,KCNH2 3.1 block,B2AR arrestin,hERG WT inh,USP2a block,uPA surface inh,GALK inh,FBPA coupling cs,PKM2 act,Chronic BCR inh,Giardia kill
CCOC(=O)N1CCC(NC(=O)c2ccc(CS(=O)(=O)c3ccc(OC)cc3)o2)CC1,-13.4%,-1.0,0.0%,-2.8,0.6%,-4.3%,2.7%,-1.2,-9.9%,-0.1%,?
S=c1[nH]nc(-c2cccnc2)n1/N=C/c1cccs1,-17.7%,-2.8,-0.2%,11.0,-1.4%,6.6%,-1.1%,-0.1,-11.3%,14.4%,-10.6
CC1=C(C(=O)OC(C)C)C(c2cccc([N+](=O)[O-])c2)n2c(cc(=O)[nH]c2=S)N1 (stereo not given),8.5%,-1.2,0.4%,-17.6,2.1%,-0.2%,0.0%,12.7,-12.1%,7.6%,3.4
CNC[C@H]1Oc2ccc(NC(=O)Nc3ccccc3)cc2CC(=O)N([C@H](C)CO)C[C@H]1C,3.2%,18.7,-1.0%,5.5,1.2%,9.6%,/,/,/,?,-16.6
CCC(=O)Nc1cc(C(=O)O)ccc1Sc1ccccc1,2.9%,-116.2*,0.0%,0.2,3.4%,-0.6%,0.0%,3.6,9.7%,12.4%,10.1
CCOc1cc(/C=C(/C#N)c2ccc(F)cc2)ccc1OCc1ccc(C(=O)O)o1,-0.3%,3.9,3.9%,-0.1,1.0%,5.5%,-9.2%,13.9,-0.3%,?,-8.6
COc1ccc(N2C(=O)CCC(C(=O)O)C2c2ccc(OC)c(OC)c2)cc1 (stereo not given),0.7%,-1.0,0.0%,-10.1,0.4%,-1.9%,0.4%,-1.0,3.7%,-0.5%,-14.3
Cc1cc(CNC(=O)C2(C(F)(F)F)CC(CCCO)CCCO2)nn1C (stereo not given),/,7.7,/,25.7,/,-5.5%,/,4.9,/,/,?
O=C(NC(=O)N1CCCCCC1)c1ccccc1,1.9%,2.8,-0.5%,-16.9,-3.2%,-3.5%,-2.4%,/,-5.5%,4.9%,-4.0
CC1CN(CN2C(=O)c3ccccc3C2=O)CC(C)O1 (stereo not given),-22.2%,-0.7,2.7%,4.6,-1.0%,/,0.7%,0.0,5.4%,0.5%,-12.1
O=C(O)c1ccc(NC(CSCc2cccc(F)c2)C(=O)O)c([N+](=O)[O-])c1 (stereo not given),16.1%,-18.4,-0.8%,-9.6,-0.5%,4.5%,0.6%,8.8,-5.8%,?,4.4
CCN(CC)CCNC(=S)Nc1ccc2nc3n(c(=O)c2c1)CCCCC3,?,30.5,-0.4%,6.0,0.9%,0.5%,10.6%,1.2,/,-14.7%,-3.2
O=C(NCCSC1CCCCC1)c1ccccc1,-9.8%,/,0.1%,29.4,1.0%,2.3%,0.0%,-0.9,-0.3%,-2.9%,5.5
COc1ccccc1OCC(=O)N1CCNC1=O,1.3%,10.3,-0.5%,-3.9,3.2%,1.8%,-0.8%,-0.3,-16.0%,-0.8%,-5.3
CCCn1c(SCC(=O)/C(C#N)=C(\C)N)n[nH]c1=O,21.7%,5.8,-0.2%,-4.3,0.9%,7.2%,4.4%,-0.4,2.2%,2.1%,-6.2
CCCN(CCC)S(=O)(=O)c1ccc(N2CCCC2=O)c([N+](=O)[O-])c1,3.1%,-12.5,-0.4%,-8.9,2.4%,4.5%,-0.4%,-0.8,-1.7%,-2.6%,-2.9
Cc1cc(C)cc(NC(=O)C2(c3ccccc3)CC2(Cl)Cl)c1 (stereo not given),-10.7%,-13.4,0.4%,-1.5,-0.8%,-14.9%,0.3%,0.1,1.5%,?,-15.8
O=C(CS(=O)(=O)c1ccccc1)NCc1ccco1,-1.2%,3.4,0.0%,5.9,2.7%,-13.3%,0.5%,-2.8,1.4%,-2.7%,-8.7
